Bioassay records: PubChem BioAssay, several laboratories
Ba/F3 V617F tox: reduced viability of JAK2V617F-dependent Ba/F3 cells, primary screen, JAK2V617F inhibitor project, cell-based, Ba/F3 EpoR-JAK2V617F, luminescence; ATP luminescence; inhibition, % at 5.6 µM; actives 1.1% (n = 220,000); AID 1446, 2008;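 active = inhibition above the campaign mean plus 3 SD over all tested compounds, cut at about 24% in these data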;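 also: cytokine-independent growth of Ba/F3 cells driven by EpoR plus mutant JAK2; 0% = DMSO-treated cells and 100% = JAK inhibitor I control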
Runt-CBFb FRET: inhibitors of RUNX1 Runt–CBFb binding, primary screen, biochemical, FRET, Cerulean-Runt, Venus-CBFb, uHTS | Runt-related transcription factor 1 (Homo sapiens) + Core-binding factor subunit beta … | Cerulean-Runt/Venus-CBFb FRET ratio 530/480, 1 h | inhibition, % at 20 µM | actives 0.46% (n = 220,000) | AID 1496, 2009;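 active = inhibition over about 50% at 20 µM in the single-dose screen, limit read from the data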;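 also: 0% = DMSO wells and 100% = excess unlabeled CBFb competitor control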
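Measured by: fluorescence energy transfer, 422 nm excitation, 530/480 nm emission; test system: Cerulean-tagged RUNX1 Runt domain (FRET donor) fusion protein; buffer or medium: Tris pH 7.5 buffer with BSA; compound: one dose, 20 µM compound, 1% DMSO; times: two 1 h room-temperature incubations shielded from light; benchmarks: unlabeled CBFb 5 µM, positive control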
S1P4 antagonist: S1P4 receptor antagonists, primary screen, cell-based; actives 0.26% (n = 220,000); S1P4-expressing cells, antagonist mode, reporter read-out; Sphingosine 1-phosphate receptor 4 (Homo sapiens), O95977; inhibition, % at 4.98 µM; in the data active = inhibition above about 29%;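 also: 0% = wells stimulated with agonist and 100% = vehicle wells without agonist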
NPY2 pot ag: NPY-Y2 potentiators or agonists, primary screen, cell-based. AID 1359, 2008. actives 0.45% (n = 220,000). activation, % at 3.6 µM. Neuropeptide Y receptor type 2 (Homo sapiens), P49146. cells expressing NPY-Y2, potentiator/agonist read-out; in the data active = activation above about 27%;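 also: cells stimulated with NPY near EC25 plus isoproterenol at EC100; 0% = vehicle plus submaximal agonist and 100% = vehicle plus saturating agonist; some results beyond the cut were filed as inactive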
Target sequence (P49146 whole entry, looked up): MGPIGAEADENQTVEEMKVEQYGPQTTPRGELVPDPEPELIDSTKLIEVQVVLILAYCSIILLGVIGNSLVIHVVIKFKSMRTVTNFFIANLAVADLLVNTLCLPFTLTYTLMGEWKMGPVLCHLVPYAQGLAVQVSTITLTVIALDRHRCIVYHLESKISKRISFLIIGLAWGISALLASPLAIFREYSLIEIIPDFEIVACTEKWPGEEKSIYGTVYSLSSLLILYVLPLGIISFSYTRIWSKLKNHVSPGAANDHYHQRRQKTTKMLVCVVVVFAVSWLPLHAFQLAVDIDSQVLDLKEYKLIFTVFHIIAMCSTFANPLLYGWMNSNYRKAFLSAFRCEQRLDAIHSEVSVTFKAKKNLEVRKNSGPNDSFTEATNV
S1P4 ag: S1P4 receptor agonists, primary screen, cell-based; Sphingosine 1-phosphate receptor 4 (Homo sapiens), O95977; S1P4-expressing cell line, agonist reporter assay; activation, % at 4.98 µM; actives 0.35% (n = 220,000); in the data active = activation above about 11%;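 also: 0% = DMSO vehicle and 100% = reference agonist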
RBBP9 inh: human RBBP9 inhibitors, primary screen, biochemical, fluorescence polarization, FP-Rh probe, HTS; Serine hydrolase RBBP9 (Homo sapiens), O75884; recombinant RBBP9; inhibition, % at 7.94 µM; actives 0.2% (n = 220,000); AID 1515, 2009;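 active = inhibition above the campaign mean of all tested compounds plus 3 SD, cut at about 14% in these data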;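 also: plate controls were DMSO wells with RBBP9 for no effect and wells lacking RBBP9 protein for full effect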
Target sequence (O75884 whole entry, looked up): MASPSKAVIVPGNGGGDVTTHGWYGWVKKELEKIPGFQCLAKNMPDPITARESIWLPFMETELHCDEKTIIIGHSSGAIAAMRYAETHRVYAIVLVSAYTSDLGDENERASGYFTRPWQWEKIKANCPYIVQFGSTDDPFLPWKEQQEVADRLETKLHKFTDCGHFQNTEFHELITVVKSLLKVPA
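System: RBBP9 protein / Quantity: 2.5 µM RBBP9 dispensing solution, before mixing / Also added: Serine-hydrolase probe FP-Rh, 375 nM pre-mixing / Dosing: 7.94 µM single dose, 0.794% DMSO / Timing: enzyme-compound preincubation 30 min, then probe labeling 45 min, 25 °C / Signal: FP readout at 525/598 nm / Controls: DMSO-treated enzyme wells and wells lacking RBBP9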
NPY1 pot ag: NPY-Y1 receptor potentiators or agonists, primary screen, cell-based | AID 1304, 2008 | Neuropeptide Y receptor type 1 (Homo sapiens), P25929 | actives 0.37% (n = 220,000) | NPY-Y1 expressing cells, potentiator/agonist activation | activation, % at 3.6 µM; in the data active = activation above about 33%, passing the limit was not always enough;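 also: cells stimulated with NPY at EC10 then isoproterenol at EC100; 0% = low agonist plus stimulus and 100% = saturating agonist plus stimulus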
Target sequence (P25929 whole entry, looked up): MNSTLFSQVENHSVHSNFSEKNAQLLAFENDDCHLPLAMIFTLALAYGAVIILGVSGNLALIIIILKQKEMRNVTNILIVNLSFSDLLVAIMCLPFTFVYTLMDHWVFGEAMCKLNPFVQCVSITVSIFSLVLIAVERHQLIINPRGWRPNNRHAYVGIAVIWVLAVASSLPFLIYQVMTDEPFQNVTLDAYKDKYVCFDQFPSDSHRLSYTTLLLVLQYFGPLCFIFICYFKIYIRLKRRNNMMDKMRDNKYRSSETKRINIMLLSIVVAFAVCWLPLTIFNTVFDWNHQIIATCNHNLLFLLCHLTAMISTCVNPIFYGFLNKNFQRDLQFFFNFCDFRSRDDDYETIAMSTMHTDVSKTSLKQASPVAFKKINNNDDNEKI
BaF3 parental: parental Ba/F3 cell viability inhibition, counter-screen for JAK2V617F inhibitor project, murine pro-B, CellTiter-Glo luminescence | CellTiter-Glo ATP luminescence | inhibition, % at 5.6 µM | actives 1.1% (n = 220,000);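 active = inhibition above a per-campaign cutoff, the mean inhibition of all tested compounds plus 3 SD, cut at about 27% in these data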;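 also: 0% = DMSO wells and 100% = JAK Inhibitor I control wells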
NPY-Y1 antag: NPY-Y1 receptor antagonists, primary screen, cell-based; inhibition, % at 3.6 µM; HEK293-CNG Y1 cells, membrane potential fluorescence; NPY at EC95, then isoproterenol; Neuropeptide Y receptor type 1 (Homo sapiens), P25929; actives 1% (n = 200,000); AID 1040, 2008;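 active = inhibition above the campaign mean inhibition of all tested compounds plus 3 SD, cut at about 20% in these data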;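 also: 0% = DMSO wells given NPY plus isoproterenol and 100% = isoproterenol alone without NPY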
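material = HEK293 cells with Y1 receptor plus CNG channel | also added = NPY 25 nM then isoproterenol 1 µM plus Ro 20-1724 25 µM | schedule = dye 3 h, compound 60 min room temperature, stimulation 45 min | measured by = membrane potential fluorescence | benchmarks = high control isoproterenol alone, low control NPY with isoproterenol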
The depositor's hits bear a star; . = no result given. Rows were taken by chance. Share with any hit: about 3.6%.

Start of the data: the first 3 entries, ahead of the listing:
SMILES	Ba/F3 V617F tox	Runt-CBFb FRET	S1P4 antagonist	NPY2 pot ag	S1P4 ag	RBBP9 inh	NPY1 pot ag	BaF3 parental	NPY-Y1 antag
CC(=O)N1CCN(c2ccc([N+](=O)[O-])c(NCC3CCCO3)c2)CC1 (configuration not stated)	0	2	-5	9	1.5	-2	-13	10	5
O=C(CN1CCN(CCOCCO)CC1)N1c2ccccc2Sc2ccc(Cl)cc21	2	0	-3	-10	-2.9	-6	3	4	-2
CCc1c(C)nc(Nc2nc(C)c3cc(OC)ccc3n2)[nH]c1=O	-3	-1	-8	2	1.0	-6	5	1	-1

The whole of this part, from the start:
SMILES	Ba/F3 V617F tox	Runt-CBFb FRET	S1P4 antagonist	NPY2 pot ag	S1P4 ag	RBBP9 inh	NPY1 pot ag	BaF3 parental	NPY-Y1 antag
CC(=O)N1CCN(c2ccc([N+](=O)[O-])c(NCC3CCCO3)c2)CC1 (configuration not stated)	0	2	-5	9	1.5	-2	-13	10	5
O=C(CN1CCN(CCOCCO)CC1)N1c2ccccc2Sc2ccc(Cl)cc21	2	0	-3	-10	-2.9	-6	3	4	-2
CCc1c(C)nc(Nc2nc(C)c3cc(OC)ccc3n2)[nH]c1=O	-3	-1	-8	2	1.0	-6	5	1	-1
CN1CC=C2C(C#N)=C(N)C(C#N)(C#N)[C@H](c3ccoc3)[C@H]2C1	0	39	6	-10	-3.9	-7	-8	3	6
O=C(OCC#CCSc1nnc(-c2cccc3ccccc23)o1)c1cccs1	2	-1	-19	-12	3.1	-11	-20	4	-3
COc1ccccc1NC(=O)CCC(=O)Nc1ccccc1OC	-1	-1	-8	0	-0.2	-3	-5	-1	-3
Cc1nc(C(=O)NCC(=O)c2ccc(Cl)cc2)c(C(F)(F)F)o1	4	2	7	-13	0.7	-3	-10	2	.
CCOC(=O)c1[nH]ncc1CN1CCCC(C(=O)c2cc(Cl)ccc2OC)C1 (configuration not stated)	-1	0	-7	16	0.6	4	10	1	-3
Cc1snnc1C(=O)NC(=S)Nc1ccccc1	-4	3	-2	-1	2.1	-11	-2	-4	.
COC(=O)c1ccc(CSc2nc3cc(Cl)ccc3o2)cc1	-4	-4	-10	-1	1.9	4	10	3	8
CC1(C)CC(=O)C=C(NCCN2CCN(C(=S)Nc3ccc(F)cc3)CC2)C1	1	1	3	-21	-0.1	-5	6	4	.
CCOC(=O)c1sc2nc3c(cc2c1N)C(=O)CC(C)(C)C3	-1	-5	8	7	0.3	4	-35	2	-2
CCOC(=O)C1(C(F)(F)F)N=C(C(F)(F)F)Nc2ccccc21 (configuration not stated)	-4	2	-7	6	-3.3	0	8	0	-3
CN1CCN(C(=O)c2cc(-c3cccc(Cl)c3)on2)CC1	0	1	-16	-17	-0.6	4	-20	11	-2
O=C(/C=C/c1ccccc1)Oc1coc(CSc2ncccn2)cc1=O	-2	0	7	-4	-1.5	-10	21	-1	0
O=C(Nc1ccc(N2CCOCC2)cc1)NC1CCCCC1	-3	1	-11	10	-0.3	-6	17	6	3
Cc1cc(C)n2nc(SCC(=O)NCc3ccco3)nc2n1	-1	-2	-15	-8	1.2	-3	0	3	2
COc1ccc(C2CN=NC2C(=O)c2ccccc2)cc1 (configuration not stated)	-1	-2	-9	0	-0.1	-1	11	-1	.
CN=C1S/C(=C\c2cc(C)n(-c3ccccc3F)c2C)C(=O)N1C	2	-2	-35	12	59*	-6	12	3	3
O=C(CC1(O)C(=O)N(Cc2ccccc2Cl)c2ccccc21)c1ccco1 (configuration not stated)	-1	-2	22	12	-1.9	-8	12	3	-2
O=C(NCc1ccc(F)cc1)C1CCC(CNc2c(N3CCCCC3)c(=O)c2=O)CC1 (configuration not stated)	-3	1	-5	0	1.0	4	16	6	.
O=C(CSc1nnc(-c2cccnc2)n1Cc1ccco1)NCc1ccc2c(c1)OCO2	-4	15	11	3	-5.4	-9	-10	0	6
CCC1(CC)Cc2ccccc2-c2nc(NN)[nH]c(=O)c21	3	-1	1	-1	1.8	-7	-12	-2	.
COc1ccc2[nH]c(=O)c(CN(Cc3cccs3)Cc3nnnn3C(C)(C)C)cc2c1	-1	-2	-11	-13	-1.5	-5	-13	0	6
C#CCNC(=O)C1=C[C@@H](c2ccc(C(F)(F)F)cc2)C[C@@H](OCCCCO)O1	3	-4	12	20	1.0	-11	7	1	2
Next part:
SMILES	Ba/F3 V617F tox	Runt-CBFb FRET	S1P4 antagonist	NPY2 pot ag	S1P4 ag	RBBP9 inh	NPY1 pot ag	BaF3 parental	NPY-Y1 antag
O=C(Cn1ncc2c(=O)oc3ccccc3c21)NCCCN1CCCC1=O	0	1	11	-12	0.4	-7	22	6	2
CCOC(=O)COc1ccc(S(=O)(=O)N2CCN(c3ccc(OC)cc3)CC2)cc1	3	-3	-9	3	0.2	-3	6	5	-5
Cc1cn(S(=O)(=O)c2ccc(Cl)cc2)c(C)n1	2	1	4	-19	1.4	-1	16	5	0
CCN1CCCC1CNC(=O)C(NC(=O)C1CCC(C)CC1)C(C)C (configuration not stated)	0	-3	-3	11	-0.3	-7	-9	2	5
COc1ccc(OCC#CCn2ccnc2)cc1	2	2	0	-2	2.4	-5	-2	7	3
CNC(=S)NCC(O)c1ccc([N+](=O)[O-])cc1 (configuration not stated)	-3	1	-7	12	0.7	-4	18	5	0
CC(Sc1ncnc2sccc12)C(=O)Nc1ccc(C(N)=O)cc1 (configuration not stated)	-1	0	-11	14	1.0	-2	24	8	2
CCN(C(=O)CSc1ccc2c(c1)OCCO2)C1CCS(=O)(=O)C1 (configuration not stated)	-2	1	-10	0	0.9	-1	10	1	0
O=C(CNC(=O)Cn1ccc2ccccc2c1=O)NCCCN1CCN(c2cccc(Cl)c2)CC1	-1	-2	-7	2	-0.5	-7	-1	8	7
COc1cc(/C=N/Nc2cc(C)nc(NS(=O)(=O)c3ccccc3)n2)ccc1O	1	8	1	-25	0.4	-2	-10	0	.
O=C(c1ccco1)c1cn[nH]c1-c1ccc(Cl)cc1O	-3	-2	-2	18	-0.9	-4	23	-1	-2
CCOC(=O)C(NCc1ccccc1OC)(NC(C)=O)C(F)(F)F (configuration not stated)	2	-1	-26	1	3.3	1	-2	5	-2
COc1ccc2nc(SCC(=O)N3CCNC3=O)[nH]c2c1	3	1	-17	0	-0.3	-6	1	2	3
Cc1cccc(NC(=O)c2ccc(COc3cccc4ccccc34)o2)n1	-2	-2	-11	-12	1.3	-3	-25	0	6
CCOP(C)(=O)C1(C(=O)OCc2ccccc2)CC1 (configuration not stated)	-1	-2	-19	10	-0.9	-6	9	5	0
CC(=O)N1N=C(c2ccco2)CC1c1cc2ccc(C)cc2nc1Cl (configuration not stated)	-2	0	3	-10	1.4	-12	-7	-3	.
CSc1ccc(/C=C(\C#N)C(=O)Nc2cccc(C)c2)cc1	0	-38	-11	6	-0.9	-4	5	7	7
COc1ccc(C)cc1S(=O)(=O)N(CC(N)=O)Cc1ccccc1	-2	1	9	-2	-1.9	-3	-18	4	1
COc1cc(/C=N/NC(=O)c2ccoc2C)ccc1O	6	0	5	-10	-3.2	0	-20	11	1
CCOC(=O)C1=C(c2ccccc2)OC(N)=C(C#N)C1c1ccc(Cl)s1 (configuration not stated)	4	0	0	-14	-0.5	-9	14	13	-2
CC(C)NC(=O)c1ccccc1NC(=O)CS(=O)(=O)Cc1ccccc1	-4	1	-3	-8	0.2	-6	-2	-1	4
NC(N)=Nc1nc(-c2ccccc2)c2ccccc2n1	3	1	-18	1	1.3	-4	-3	2	2
CCS(=O)(=O)n1nc(-c2ccco2)nc1N	-3	5	-6	-7	1.1	-6	23	3	2
CC(C)(C)C1CCc2onc(C(=O)NCc3ccc(F)cc3)c2C1 (configuration not stated)	1	-2	4	0	0.6	-8	-21	0	-1
Cc1[nH]c2ccccc2c1SCC(=O)N1CCOCC1	1	3	7	-4	0.0	-9	14	9	3
Following part
SMILES	Ba/F3 V617F tox	Runt-CBFb FRET	S1P4 antagonist	NPY2 pot ag	S1P4 ag	RBBP9 inh	NPY1 pot ag	BaF3 parental	NPY-Y1 antag
O=C(Oc1c(Cl)cc(Cl)c2cccnc12)c1cccc([N+](=O)[O-])c1	0	-7	-10	13	0.2	-2	-8	7	-3
O=C(CCc1ccc(S(=O)(=O)N2CCOCC2)cc1)Nc1nc(COc2ccccc2)cs1	0	-1	-9	-1	-0.5	-6	7	6	2
CC(C)CCNS(=O)(=O)c1ccc(-c2ccc(S(=O)(=O)NCCC(C)C)cc2)cc1	-1	2	-4	5	-3.0	-12	-11	5	1
CCOc1cc(/C=N/NC(=O)CN2CCOCC2)ccc1OCc1ccccc1	-1	-1	-6	-7	0.7	-3	-2	6	3
COc1ccc(-n2nc(C(=O)NCC(=O)N3CCN(C)CC3)c3ccccc3c2=O)cc1OC	-4	1	-4	-2	-1.9	-4	-13	0	-2
S=C(NCc1cccnc1)Nc1ccc(Cl)cc1Cl	0	2	-7	4	1.3	0	3	5	-2
CC(C)c1nnc(NC(=O)C2CCCN2S(=O)(=O)c2ccc(Cl)cc2)s1 (configuration not stated)	-3	0	-5	-31	2.2	-8	2	-3	-1
CC1CCN(CCC(=O)Nc2ccc3c(c2)CCC3)CC1	9	0	-31	-10	-0.4	-6	-24	8	5
O=C(Nc1ccc([N+](=O)[O-])cc1Br)c1cccnc1	-2	-1	-38	0	-0.5	3	-1	1	0
COC(=O)CCC(=O)NNC(=O)c1ccc(Cl)cc1Cl	1	0	-1	9	-0.4	-6	10	3	6
COc1ccc2cc(C(=O)OC(C)C)sc(=O)c2c1OC	7	-6	-7	-20	-0.9	-4	-37	4	3
CCC(CC)NC(=O)c1cc([N+](=O)[O-])ccc1N1CCOCC1	-5	0	-9	9	0.6	-9	7	4	-3
Cc1ccccc1NC(=O)C(Cc1ccccc1)n1cccc1 (configuration not stated)	4	1	11	-10	0.7	-11	-9	-2	.
O=c1c(C(c2ccc(O)cc2)c2c(O)nc3n(c2=O)CCCS3)c(O)nc2n1CCCS2	-1	3	-13	-7	0.9	-5	-3	3	4
Cn1c(=O)c2c(nc(SCC(=O)c3cccs3)n2Cc2ccc(F)cc2)n(C)c1=O	-2	-2	-13	13	-2.0	1	-7	1	2
CCCS(=O)(=O)C(=C(Nc1ccc(OC)cc1)Nc1ccc(OC)cc1)S(=O)(=O)CCC	1	2	-3	2	-0.4	-8	0	4	3
